Screens as filed in PubChem BioAssay.
aGlu spleen mod: lysosomal alpha-glucosidase (human) modulation; P10253; human spleen homogenate, 4-MU-alpha-glucoside fluorescence; Potency, µM (series often up to 79.9 µM), without a hit: at the top dose activity change, negative = inhibition, actives largely listed as inhibitors; 240,000 tested, 0.006% active; AID 2112;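 note: 0% = enzyme with vehicle and -100% = no enzyme basal signal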
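Enzyme source: human spleen homogenate, 1 ug/well. Buffer 50 mM citric acid/K phosphate pH 5.0, 0.01% Tween-20. 4-MU-alpha-glucoside 1 mM; 37 C x 40 min; NaOH/glycine stop; fluorescence.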
Tau ThT inhib: inhibitors of human tau fibril formation, thioflavin T binding | recombinant tau K18 P301L, heparin-induced fibrillization, ThT fluorescence | Potency, µM (doses to about 57.4 µM), inactives show at the highest dose activity, negative = inhibition, actives largely listed as inhibitors | 270,000 tested, 2.1% active; note: % is set by controls: 0 for no effect and ±100 for the full control effect; nearly all actives have a fitted effect of over 55% in size
Target sequence (P10636 561-689 P618L limits assumed): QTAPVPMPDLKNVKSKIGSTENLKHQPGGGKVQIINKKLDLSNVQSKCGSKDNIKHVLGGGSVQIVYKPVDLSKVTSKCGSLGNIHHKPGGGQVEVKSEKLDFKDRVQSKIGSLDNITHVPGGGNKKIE
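Tau K18 P301L fragment (15 uM unlabeled plus 0.24 uM Alexa 594-labeled) in 100 mM sodium acetate pH 7 with compound, fibrillization induced by 20 uM heparin for 6 hr at 37 C. Thioflavin T (30 uM) added, fluorescence read after 1 hr (ex 450, em 510 nm).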
GAA inh: alpha-glucosidase (human) inhibition | P10253 | Potency, µM (doses to about 76.9 µM), for inactives: at the highest dose activity change, negative = inhibition, actives largely listed as inhibitors | purified human GAA, 4-MU-alpha-glucoside fluorescence | 200,000 tested, 0.005% active;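 note: plate controls were uninhibited enzyme wells for no effect and no-enzyme background for full effect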
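AC50 values come from Hill fits of compound titrations (up to 77 uM) against 4 nM human enzyme. Substrate 4-methylumbelliferyl-alpha-D-pyranoside at 400 uM, pH 5.0 citrate buffer, 20 min room temperature; fluorescence Ex 365/Em 440 after alkaline stop.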
Tau fluor counter: counter-screen for tau fibril formation inhibitors; tau K18 P301L Alexa594 fluorescence, heparin fibrillization; Potency, µM (series often up to 57.7 µM), inactives show top-dose activity change, negative = decrease; 280,000 tested, 0.93% active; note: % is set by controls: 0 for no effect and ±100 for the full control effect; nearly all actives have a fitted effect of over 55% in size
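Human K18 P301L tau (15 uM unlabeled plus 0.24 uM Alexa 594-labeled, final) in 100 mM sodium acetate pH 7 was mixed with compound and 20 uM heparin and incubated 6 hr at 37 C.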
Tau FP inhib: inhibitors of human tau fibril formation | P10636 | K18 P301L tau heparin fibrillization, Alexa594 FP, 6 h | Potency, µM (titrated, usually from 57.7 µM), without a hit: at the highest dose activity, negative = inhibition, usual class: inhibitors | AID 1468 | 280,000 tested, 0.39% active; note: % is set by controls: 0 for no effect and ±100 for the full control effect; nearly all actives have a fitted effect of over 55% in size
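Heparin (20 uM) drove fibril formation of recombinant tau K18 P301L, 15 uM unlabeled with 0.24 uM Alexa 594 label, for 6 hr at 37 C in 100 mM sodium acetate pH 7. Fluorescence polarization (555/632 nm) read 1 hr after 30 uM ThT.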
HTT cytoprotect: cytoprotection in Huntington HTT-Q103 PC12 cell model. 230,000 tested, 0.14% active. PC12 HTT-Q103 induced, cytoprotection, ATP luminescence, 40 h. Potency, µM (titrated, usually from 56.4 µM), for inactives: cytoprotection (ATP increase), actives largely listed as activators;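 note: % of control where 0% means no effect; nearly all actives have a fitted effect of over 45% in size; toxic huntingtin expression switched on by the ecdysone agonist tebufenozide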
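Compounds added alongside 100 nM tebufenozide, which induces toxic Q103 huntingtin exon 1-GFP in stable PC12 cells; surviving cells quantified by luminescent ATP measurement. Medium: phenol red-free DMEM, 5% equine and 5% calf serum.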
GLA spleen mod: inhibitors or activators of human alpha-galactosidase in spleen homogenate. Potency, µM (top dose mostly 80 µM), for the others: at the highest dose activity change, negative = inhibition, most hits filed as inhibitors. human spleen homogenate, 4MU-alpha-Gal fluorescence, 40 min. 240,000 tested, 0.008% active. AID 2107;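 note: 0% = enzyme with vehicle and -100% = no enzyme basal signal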
Target sequence (P06280 32-429 limits assumed): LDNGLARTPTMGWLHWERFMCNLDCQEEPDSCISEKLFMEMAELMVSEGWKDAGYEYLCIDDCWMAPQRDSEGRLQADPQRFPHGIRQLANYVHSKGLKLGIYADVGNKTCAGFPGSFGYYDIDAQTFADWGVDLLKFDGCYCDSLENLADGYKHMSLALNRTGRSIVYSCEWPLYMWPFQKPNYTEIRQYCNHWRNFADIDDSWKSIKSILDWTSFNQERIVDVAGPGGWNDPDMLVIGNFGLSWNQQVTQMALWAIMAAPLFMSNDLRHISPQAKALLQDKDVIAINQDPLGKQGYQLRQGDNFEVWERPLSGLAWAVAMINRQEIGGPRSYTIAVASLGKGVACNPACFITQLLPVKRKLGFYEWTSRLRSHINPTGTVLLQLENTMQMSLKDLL
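Spleen homogenate 1 ug + cpd (titration) + 4-MU-alpha-D-galactopyranoside 1 mM; 37C 40 min; 50 mM citrate/phosphate pH 5.0, 0.01% Tween-20; stop pH 10; fluorescence 365/440; AC50 via Hill.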
GAA glycogen: inhibitors or activators of human alpha-glucosidase glycogen cleavage; recombinant GAA, glycogen substrate, Amplex Red glucose oxidase fluorescence; Potency, µM (doses to about 76.4 µM), without a hit: at the highest dose activity change, negative = inhibition, usual class: inhibitors; 300,000 tested, 0.38% active; AID 2100;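 note: 0% = full enzyme reaction and -100% = no-enzyme basal signal; the screen sought inhibitors and activators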
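Recombinant enzyme (4 nM final) with compounds titrated up to 77 uM and bovine liver glycogen (30 ug) in citrate pH 5.0, 0.01% Tween-20, 37 C 40 min. Released glucose detected by Amplex Red/glucose oxidase (Ex 573/Em 610); AC50 from Hill fits.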
* hit, by the source's call; ? = inconclusive; nt = no result given; & = joins results of further samples; [ ] = dose if it differs, or a comment. Calls come from the whole dose curve; as a rule, active = well fitted curve in the direction sought with a large enough effect; inconclusive = small, poorly fitted or top-dose-only effect, or another doubt; inactive = no such curve, though single readings can be large; an effect the other way counts as inactive or inconclusive. Potency is the fitted concentration of half-maximal effect.

SMILES,aGlu spleen mod,Tau ThT inhib,GAA inh,Tau fluor counter,Tau FP inhib,HTT cytoprotect,GLA spleen mod,GAA glycogen
CCC(=O)c1ccc(OCCN2CCOCC2)cc1,-5.9%,-2.7%,?,3.5%,6.3%,20.6%[10 µM],-3.0%,-5.3%
O=C(O)CC(c1cccc2ccccc12)N1Cc2ccccc2C1=O (stereo not drawn),1.2%,-1.4%,-2.2%,1.6%,0.4%,-38.5%,-2.3%,7.2%
CCOc1ccc(-c2nnc(SCC(=O)N(CC)c3cccc(C)c3)o2)cc1,nt,13.3%,nt,7.6%,-10.0%,nt,nt,0.5%[76.3 µM]
CC1CN(c2ccc([N+](=O)[O-])cc2C(=O)N2CCOCC2)CC(C)N1 (stereo not drawn),-6.1%,4.4%,0.9%,-0.4%,-5.8%,2.9%[10 µM],-3.0%,8.7%
Cc1ccnc(NS(=O)(=O)c2ccc(NC(=O)c3ccc(C)o3)cc2)n1,-10.9%,-12.4%,-10.4%,-7.4%,-7.5%,-7.0%[10 µM],13.6%,2.6%
Cc1nn(C)cc1C1Nc2ccccc2C(=O)N1O (stereo not drawn),-1.2%,-6.8%,0.7%,-1.9%,2.7%,12.0%[10 µM],4.2%,?
CC(=O)Nc1ccc(S(=O)(=O)N2CCN(c3ccc(C)c(C)c3)CC2)cc1,nt,-8.4%,nt,?,-8.1%,nt,nt,-3.4%[76.3 µM]
COCC(=O)Nc1nc2ccccc2s1,-2.0%,-4.9%,2.9%,-2.2%,0.0%,-32.7%,1.8%,-4.6%
Cc1nnc(NCc2ccc(Cl)cc2)c2c1nnn2Cc1ccc(F)cc1,nt,8.5%,nt,5.7%,6.3%,nt,nt,-9.9%[76.3 µM]
COc1cc(C(=S)N2CCCC2)cc(OC)c1OS(=O)(=O)c1ccc(NC(C)=O)cc1,1.8%,8.0%,-4.6%,-5.4%,-12.2%,-6.8%[10 µM],2.3%,-10.9%
Cc1nc2ccccc2c(=O)n1/N=C/c1ccc(O)cc1,3.0%,-3.4%,-6.7%,1.4%,-6.7%,-29.5%,2.1%,6.0%
COCCn1c(SCC(=O)NNC(=O)c2ccccc2)nc2ccccc2c1=O,-0.6%,-5.3%,1.4%,0.1%,-2.1%,31.0%[10 µM],4.3%,2.0%
O=C(O)c1ccccc1N/N=C/c1cc(Br)cc(Br)c1O,2.6%,14.1µM*,nt,?,21.8%,-19.5%[10 µM],8.9%,-28.2%
Cc1ccc(CN(C)CC(=O)Nc2ccc3c(c2)CCC3)cc1,11.1%,-11.1%,-5.1%,-8.0%,3.0%,-24.7%,4.8%,-9.2%
CC(C)C(C)NC(=O)COC(=O)/C=C/c1ccc(S(=O)(=O)N2CCc3ccccc32)cc1 (stereo not drawn),3.2%,3.3%,5.0%,-1.7%,2.7%,-8.7%[10 µM],-1.9%,-15.0%
CCOC1CCCCC1NS(=O)(=O)c1ccc(Cl)cc1 (stereo not drawn),0.3%,-4.0%,6.2%,-2.9%,0.1%,8.3%,1.9%,0.0%
CCC(C)N(C(=O)Cn1nnc2ccccc21)C(C(=O)Nc1ccc(F)cc1)c1cccc(OC)c1 (stereo not drawn),-5.0%,-9.1%,-8.3%,1.7%,-3.0%,-18.1%,5.8%,-29.6%
CCC(=O)N1C(C(=O)NCc2ccc(OC)cc2)CSC1c1ccc(OC)cc1 (stereo not drawn),2.3%,-6.8%,-9.0%,-12.9%,-1.9%,-8.3%,3.4%,5.4%
Cc1nn2c(NCc3ccccn3)c3c(nc2c1-c1ccccc1)CCC3,1.4%,-17.8%,nt,-21.2%,2.1%,-41.5%[10 µM],-1.8%,-0.7%
O=C(c1ccccc1)N1CCN(C2CC(=O)N(CCc3ccccc3)C2=O)CC1 (stereo not drawn),-2.0%,6.6%,-0.6%,1.4%,0.5%,6.5%,-3.0%,3.2%
O=C(O)Cc1csc(-c2cccc(F)c2)n1,-13.2%,-1.3%,-5.1%,-3.7%,-10.6%,4.6%,-4.7%,11.4%
Cc1cccc(OCCSc2nncn2C)c1,2.6%,-7.0%,-0.4%,0.6%,11.7%,-22.9%,-2.3%,0.7%
CC(C)n1c(C(O)c2ccc3c(c2)OCO3)nc2ccccc21 (stereo not drawn),-5.8%,-8.1%,-5.7%,-4.8%,-0.9%,12.0%,-6.0%,0.9%
CC(=O)Nc1sc(N/N=C\c2ccc(O)cc2)nc1-c1cccs1,2.8%,14.1µM*,nt,?,-9.1%,8.0%[10 µM],11.4%,-17.7%
CC(=O)Nc1ccc(Sc2ncccc2C(=O)Nc2ccc(F)cc2)cn1,0.2%,-5.2%,-1.2%,-1.7%,-6.6%,-33.4%,-20.7%,5.7%
CS(=O)(=O)NCc1nnc(SCc2ccc(C(F)(F)F)cc2)o1,-1.9%,nt,nt,-24.7%,9.2%,-10.3%[10 µM],-1.0%,3.2%
Cc1ccc(-n2nc3ccc(NC(=O)c4ccc5c(c4)OCO5)cc3n2)cc1,-5.4%,?,-6.4%,-15.2%,3.4%,-13.9%,-0.9%,3.6%
COc1ccc(-c2coc3cc4oc(=O)cc(C)c4cc23)cc1F,-5.4%,-5.2%,3.7%,-9.0%,-6.3%,1.8%,3.5%,5.3%
CC1=NN(C(=O)c2ccc(Cn3nc(C)c([N+](=O)[O-])c3C)o2)C(O)(C(F)(F)F)C1 (stereo not drawn),1.6%,-3.1%,-0.7%,-5.5%,-6.2%,nt,10.7%,0.8%
O=C(/C=C/c1ccccc1)NCCc1ccc2c(c1)OCCO2,-0.8%,?,5.7%,-12.4%,-10.6%,-13.6%[10 µM],2.2%,-7.0%
CCOc1ccc(CCNC(=O)CS(=O)Cc2nc(-c3ccc(C)cc3)oc2C)cc1OCC (stereo not drawn),nt,-16.7%,nt,-13.4%,0.6%,nt,nt,-7.4%&13.7%[76.3 µM]
Cc1ccc(Sc2cc(C)nc(-c3ccccn3)n2)cc1,0.2%,2.3%,nt,5.4%,5.2%,6.7%[10 µM],-1.0%,-2.3%
Cc1cc(-c2c(C)[nH]n(-c3ccc(Cl)cc3)c2=O)n[nH]1,-1.1%,-13.0%,-0.7%,-10.6%,6.6%,-82.0%[inhibitor],5.7%,-17.8%
O=C(CNc1cccc2ccccc12)N/N=C/C=C/c1ccco1,nt,?,-4.0%,15.8µM*[quencher],9.7%,20.2%,5.7%,10.8%
COC(=O)CSc1nnc(-c2ccncc2)o1,-4.3%,2.0%,-3.3%,4.1%,-0.5%,-3.6%,-3.0%,-25.7%
COc1ccc(C(c2nnnn2Cc2ccccc2)N2CCN(c3ccccc3)CC2)cc1 (stereo not drawn),0.3%,-8.5%,1.2%,-23.3%,7.7%,8.4%[10 µM],-0.8%,-6.1%
CCN1CCSc2ccc(C(=O)NCc3ccccc3Br)cc21,nt,-7.1%,nt,?,?,nt,nt,-20.0%&-10.1%[76.3 µM]
Cc1nn(-c2ccccc2)c2[nH]c(=O)c(CNCC3CCCO3)cc12 (stereo not drawn),-2.5%,-6.2%,-6.1%,1.4%,4.2%,-21.0%,5.8%,4.4%
COc1ccc(C2CC(=O)c3cnc(NC(=O)c4ccccc4OC)nc3C2)c(OC)c1 (stereo not drawn),-8.5%,?,-1.0%,-10.3%,-0.5%,-20.5%[0.074 µM],-3.1%,0.8%
CCC(=O)N/C(=N/c1nc(C)cc(C)n1)Nc1ccc(OC)cc1,-6.9%,-7.6%,3.6%,0.3%,-0.9%,19.9%[10 µM],-4.8%,-7.5%
COc1ccc(N/C(=C/[N+](=O)[O-])SC)cc1,3.2%,?,1.9%,-7.8%,4.5%,-32.5%,-2.9%,-7.5%
COc1cccc(CNC(=O)c2nn(C)c3c2CSc2ccccc2-3)c1,nt,-1.0%,nt,-11.0%,-10.3%,nt,nt,8.8%[76.3 µM]
Cc1ccc(C=NCc2ccncc2)c(O)c1,-3.7%,-12.1%,-11.2%,-9.7%,?,-4.1%[0.074 µM],-4.4%,-2.0%
CCCC(=O)Nc1cccc(-c2cn3cccnc3n2)c1,18.9%,-10.0%&-3.9%,?,-10.4%&-2.2%,-1.7%&0.7%,-69.6%[inhibitor],?,-9.8%
O=C1CCCC(O)=C1N=Nc1c(Cl)cc(Cl)cc1Cl,4.8%,?,-3.0%,-6.0%,-12.6%,9.7%[10 µM],4.1%,-4.8%
CCc1ccc(CNC(=O)Cn2c(-c3cccs3)cc3cc(F)ccc32)cc1,nt,-11.7%,nt,-26.8%,-3.3%,nt,nt,-8.2%[76.3 µM]
NC(=O)[C@H]1CC2(CC(c3cccc(NC(=O)[C@H]4CCC(=O)N4)c3)=NO2)CN1C(=O)c1ccccc1 (stereo partly drawn),4.6%,0.0%,nt,3.0%,-2.1%,-3.9%[10 µM],5.4%,7.7%
COc1ccccc1NC(=O)COc1ccc(/C=N/NS(=O)(=O)c2ccc(C)cc2)cc1,-9.9%,-15.2%,-9.2%,?,?,-15.4%,16.7%,1.2%

Exported as labelled records: entries from further up.
> CC(C)n1c(C(O)c2ccc3c(c2)OCO3)nc2ccccc21 (stereo not drawn)
  aGlu spleen mod: -5.8%	Tau ThT inhib: -8.1%	GAA inh: -5.7%	Tau fluor counter: -4.8%	Tau FP inhib: -0.9%	HTT cytoprotect: 12.0%	GLA spleen mod: -6.0%	GAA glycogen: 0.9%

> CCOc1ccc(CCNC(=O)CS(=O)Cc2nc(-c3ccc(C)cc3)oc2C)cc1OCC (stereo not drawn)
  aGlu spleen mod: nt	Tau ThT inhib: -16.7%	GAA inh: nt	Tau fluor counter: -13.4%	Tau FP inhib: 0.6%	HTT cytoprotect: nt	GLA spleen mod: nt	GAA glycogen: -7.4%&13.7%[76.3 µM]

Not a hit list; overall some 3.3% were active at least once.
